# MLL CXXC-DNA inh = MLL CXXC-DNA interaction inhibition. actives 0.037% (n = 290,000). Potency, µM (top dose mostly 115 µM), without a hit: at the highest dose activity change, negative = inhibition, hits mostly inhibitors. MLL-CXXC / FITC-HOXA9 DNA fluorescence polarization. Q03164; active = well fitted inhibition curve with a large enough effect in the polarisation, with a control signal flat, not every such curve was filed as active; inconclusive = small, poorly fitted or top-dose-only effect, or effect the other way, or a change in a side signal; inactive = no such curve, though single readings can be large or run the other way; the % refers to the polarisation
#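 Steps: dispense CXXC domain solution (7 uM) → pin compounds or unlabeled HOX-A9 DNA control → 5 min ambient → add FLSN-HOX-A9 solution (50 nM) → spin → 30 min ambient → fluorescence polarization. Tris pH 7.5/NaCl/DTT/BSA buffer.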
# RORg inh = blocks mouse ROR gamma transcriptional activity; actives 5.4% (n = 310,000); Potency, µM (top dose mostly 53.6 µM), without a hit: at the highest dose activity change, negative = inhibition, most hits filed as inhibitors; P51450; Drosophila S2 Gal4-RORgamma UAS-luciferase reporter, 20 h; also: % is scaled to controls: 0 for no effect and ±100 for the full control effect; nearly all actives have a fitted effect of over 60% in size
#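 Compounds are pin-transferred onto Drosophila Schneider cells expressing a copper-inducible Gal4–ROR gamma transactivation domain fusion. After 1 hr, copper sulfate is added to 700 uM final; luciferase is read 20 hr later.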
# ELG1 genotox = inducers of genotoxicity in HEK293T ELG1-luciferase cells. AID 504466. HEK293T ELG1-luciferase reporter, luminescence, 16 h. Potency, µM (top dose mostly 46 µM), inactives show at the highest dose activity change, positive = activation, usual class: activators. actives 1.3% (n = 330,000); also: % of control where 0% means no effect; nearly all actives have a fitted effect of over 60% in size
#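 Quantitative HTS format in 1536-well plates. HEK293T ELG1-luciferase reporter cells receive test compound and are incubated 16 hr at 37 °C, 5% CO2; ONE-Glo added, 30 min room temperature, then luminescence read.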
# uPA generation = cell surface uPA generation inhibition. cell surface uPA generation assay, qHTS. Potency, µM (doses to about 38.3 µM), for inactives: top-dose activity change, negative = inhibition, usual class: inhibitors. actives 0.31% (n = 330,000); active = well fitted inhibition curve with a large enough effect; inconclusive = small, poorly fitted or top-dose-only effect; inactive = no such curve, though single readings can be large or run the other way; tested in mouse RAW 264.7 cells; also: % is scaled to controls: 0 for no effect and ±100 for the full control effect; nearly all actives have a fitted effect of over 55% in size
# VP16 counter = inhibits Gal4-VP16 luciferase reporter, ROR gamma counter-screen; Drosophila S2 Gal4-VP16 UAS-luciferase, luminescence, 20 h; Potency, µM (doses to about 53.6 µM), without a hit: at the highest dose activity, negative = inhibition, usual class: inhibitors; actives 3.5% (n = 310,000); AID 2546;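 also: Gal4-VP16 expression switched on by copper sulfate through the metallothionein promoter; % is scaled to controls: 0 for no effect and ±100 for the full control effect; nearly all actives have a fitted effect of over 50% in size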
# Rab9 prom act = Rab9 promoter activation; AID 485297; actives 2.8% (n = 320,000); Potency, µM (series often up to 9.22 µM), without a hit: at the highest dose activation, negative = inhibition, hits mostly activators; Huh7 Rab9 promoter-luciferase reporter, luminescence, 24 h; also: % of control where 0% means no effect; nearly all actives have a fitted effect of over 60% in size
#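 Using Huh7 cells stably transfected with Rab9 promoter–luciferase, compounds were incubated 24 h at 37 °C, 5% CO2; luciferase luminescence was read 10 min after reagent addition.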
# p53 reactivation = restores transcriptional activity of mutant p53 | actives 0.063% (n = 320,000) | Potency, µM (highest dose often 92.2 µM), for the others: at the highest dose activity change, positive = activation, actives largely listed as activators | H1299 p53-A138V BP100-luciferase reporter, luminescence, 24 h; also: % of control where 0% means no effect; nearly all actives have a fitted effect of over 45% in size
#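 H1299 (p53-null), stable ts p53-A138V + BP100-Luc; 1000 cells/well, Opti-MEM/10% FBS; cpd 4 pt, 1:5; 24 h, 37 deg C, 5% CO2; detection reagent 10 min RT; luminescence.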
# BRCA1 expr up = increases BRCA1 expression. MCF7-BRCA1-FFLuc reporter, luminescence, 48 h; response scale: scaled: vehicle 0%, 10 µM genistein 100%. Potency, µM (highest dose often 46.1 µM), for inactives: at the highest dose activation, usual class: activators. actives 1.1% (n = 380,000); also: nearly all actives have a fitted effect of over 80% in size; some results filed as inactive show a strong effect at the top dose
#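 48 h compound treatment of MCF7-BRCA1-FFLuc cells (phenol-red free MEM, 37 °C), then 15 min with luciferase substrate and luminescence imaging.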
# MBNL1-CUG inh = blocks human MBNL1 binding to CUG repeat RNA | Q9NR56 | TR-FRET MBNL1-His/biotin-(CUG)12 binding, 665/545 ratio | Potency, µM (top dose mostly 57.5 µM), without a hit: at the top dose activity change, negative = inhibition, actives largely listed as inhibitors | actives 0.036% (n = 280,000) | AID 2675; active = well fitted inhibition curve with a large enough effect in the signal ratio, with a control signal flat, not every such curve was filed as active; inconclusive = small, poorly fitted or top-dose-only effect, or effect the other way, or a change in a side signal; inactive = no such curve, though single readings can be large or run the other way; the % refers to the signal ratio; also: % is scaled to controls: 0 for no effect and ±100 for the full control effect
# Target sequence (Q9NR56 whole entry, looked up): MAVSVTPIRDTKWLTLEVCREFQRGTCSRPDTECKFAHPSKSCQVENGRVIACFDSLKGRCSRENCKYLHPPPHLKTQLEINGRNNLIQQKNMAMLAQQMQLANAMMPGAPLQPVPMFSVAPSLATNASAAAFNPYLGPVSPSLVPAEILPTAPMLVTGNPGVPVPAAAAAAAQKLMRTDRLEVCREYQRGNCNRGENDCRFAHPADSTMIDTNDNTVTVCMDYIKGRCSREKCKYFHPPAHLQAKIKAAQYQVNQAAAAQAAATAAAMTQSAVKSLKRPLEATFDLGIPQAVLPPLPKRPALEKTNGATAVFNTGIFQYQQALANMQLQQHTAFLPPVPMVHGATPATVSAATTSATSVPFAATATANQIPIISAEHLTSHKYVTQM
#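 Compounds (final 92 nM to 58 uM) are added to His-tagged MBNL1 and biotin-(CUG)12, then terbium anti-His antibody and streptavidin-XL665 (5 nM final). After 60 min at room temperature, the 665/545 nm ratio is read.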
# NPC1 promoter act = activates the NPC1 promoter | actives 2.4% (n = 320,000) | Huh7 NPC1 promoter luciferase reporter, 24 h | Potency, µM (highest dose often 9.22 µM), for inactives: top-dose activation, usual class: activators;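 also: % of control where 0% means no effect; nearly all actives have a fitted effect of over 60% in size; reporter is driven by a mutant NPC1 promoter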
#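 Readout is luciferase luminescence, reflecting NPC1 promoter activation in stably transfected Huh7 cells after 24 h compound exposure at 37 °C in reduced-serum medium with 10% FBS.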
# FLuc modulator = inhibits or activates purified firefly luciferase, miR-21 counter-screen | P08659 | actives 6.9% (n = 360,000) | purified FLuc, Km substrates, luminescence inhibition | Potency, µM (highest dose often 57.5 µM), for the others: top-dose activity change, negative = inhibition, usual class: inhibitors;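 also: plate controls were vehicle for no effect and reference inhibitor for full effect; nearly all actives have a fitted effect of over 55% in size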
# Target sequence (P08659 whole entry, looked up): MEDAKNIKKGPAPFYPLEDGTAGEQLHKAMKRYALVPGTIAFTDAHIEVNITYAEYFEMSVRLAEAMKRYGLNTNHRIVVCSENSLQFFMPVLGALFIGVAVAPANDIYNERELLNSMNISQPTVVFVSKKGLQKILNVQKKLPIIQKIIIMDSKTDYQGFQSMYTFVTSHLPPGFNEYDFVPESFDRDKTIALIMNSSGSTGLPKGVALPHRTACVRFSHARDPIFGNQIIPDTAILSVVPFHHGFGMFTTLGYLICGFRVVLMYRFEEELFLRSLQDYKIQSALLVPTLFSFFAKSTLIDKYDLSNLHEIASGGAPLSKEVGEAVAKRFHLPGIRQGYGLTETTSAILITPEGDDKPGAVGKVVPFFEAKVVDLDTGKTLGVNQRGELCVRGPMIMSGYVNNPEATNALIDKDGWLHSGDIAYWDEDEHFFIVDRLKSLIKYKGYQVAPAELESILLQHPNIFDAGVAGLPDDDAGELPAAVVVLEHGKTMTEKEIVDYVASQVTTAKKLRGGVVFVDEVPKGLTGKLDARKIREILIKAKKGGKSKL
#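 Purified P. pyralis luciferase (10nM final) with 10uM D-luciferin and 10uM ATP (Km levels) in 50mM Tris acetate pH 7.5, 10mM Mg acetate, 0.01% Tween-20, 0.05% BSA; qHTS 6-point titration, ~60 µM downward; luminescence read.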
# Active calls of the source: *; ? = inconclusive; · = not tested or not shown; [ ] = another dose, or the depositor's remark. Unless noted, calls follow the shape of the dose curve; as a rule, active = well fitted curve in the direction sought with a large enough effect; inconclusive = small, poorly fitted or top-dose-only effect, or another doubt; inactive = no such curve, though single readings can be large; an effect the other way counts as inactive or inconclusive. Potency is read from the fitted curve at half-maximal effect. Not all compounds are listed, so the mix of outcomes need not match the whole.
entry	Structure	ELG1 genotox	NPC1 promoter act	Rab9 prom act	MLL CXXC-DNA inh	RORg inh	MBNL1-CUG inh	VP16 counter	uPA generation	FLuc modulator	p53 reactivation	BRCA1 expr up
1	Cc1ccccc1C(=O)N1N=C(c2cccc(NS(C)(=O)=O)c2)CC1c1cccs1 (configuration not stated)	-3%	1%	-8%	1%	0%	-4%	-6%	-3%	-1%	-6%	-10%
2	CC1=C(C(=O)N2CCOCC2)C(c2ccccc2F)C2=C(CCCC2=O)N1 (configuration not stated)	-3%	-4%	-3%	0%	-1%	2%	-1%	8%	5%	-3%	8%
3	COc1ccc(C(C(=O)NC(C)(C)C)N(Cc2ccco2)C(=O)CCC(=O)Nc2ccccn2)cc1 (configuration not stated)	4%	-2%	7%	-11%	28%	-3%	3%	-2%	0%	7%	-25%
4	Cc1ccc(OCC(=O)c2cc(C)n(C)c2C)c([N+](=O)[O-])n1	?	14%	?	5%	11%	·	0%	-1%	?	?	-17%
5	COc1ccccc1NC(=O)NNC(=O)c1ccc2ccccc2c1O	3%	-2%	0%	-3%	-23%	3%	-4%	3%	-3%	4%	-6%
6	CCN1C(=C(C#N)C#N)C=Cc2cc(C)ccc21	9%	-4%	-8%	17%	0%	19%	-3%	-11%	-1%	4%	0%
7	COc1cc(C(=O)OCc2ccccc2C#N)ccc1OCC(=O)N1CCOCC1	-1%	-4%	2%	·	·	·	·	7%	·	12%	9%
8	CC(C)=CCN1CCN(Cc2cnc(C)s2)CC1CCO (configuration not stated)	?	1.6µM*	0.79µM*	-11%	30%	?	-6%	2%	6.7µM*	13%	-7%
9	Cc1c(C2Nc3ccccc3NC3=C2C(=O)CC(C)(C)C3)cnn1C (configuration not stated)	2%	-2%	9%	1%	?	?	?	5%	-6%	?	0%
10	CCOc1ccc(S(=O)(=O)N(C)c2ccc(OCC(=O)NCCc3ccc(OC)cc3)cc2)cc1	-7%	-5%	-3%	3%	-22%	1%	-5%	6%	-1%	2%	-7%
11	O=C(c1cc(-c2ccc(Br)cc2)on1)N1CCCC1	2.1µM*	0.63µM*	0.5µM*	-2%	-42%	1%	?	-5%	1.5µM*	?	?
12	C=CCn1c(SCC(=O)NC2(C#N)CCCCC2)nnc1-c1ccncc1	2%	-5%	-5%	·	·	·	·	1%	9%	-4%	-5%

# Structures listed so far that contain four or more nitrogen atoms (three):
entry	Structure	ELG1 genotox	NPC1 promoter act	Rab9 prom act	MLL CXXC-DNA inh	RORg inh	MBNL1-CUG inh	VP16 counter	uPA generation	FLuc modulator	p53 reactivation	BRCA1 expr up
3	COc1ccc(C(C(=O)NC(C)(C)C)N(Cc2ccco2)C(=O)CCC(=O)Nc2ccccn2)cc1 (configuration not stated)	4%	-2%	7%	-11%	28%	-3%	3%	-2%	0%	7%	-25%
9	Cc1c(C2Nc3ccccc3NC3=C2C(=O)CC(C)(C)C3)cnn1C (configuration not stated)	2%	-2%	9%	1%	?	?	?	5%	-6%	?	0%
12	C=CCn1c(SCC(=O)NC2(C#N)CCCCC2)nnc1-c1ccncc1	2%	-5%	-5%	·	·	·	·	1%	9%	-4%	-5%

# Further entries follow:
entry	Structure	ELG1 genotox	NPC1 promoter act	Rab9 prom act	MLL CXXC-DNA inh	RORg inh	MBNL1-CUG inh	VP16 counter	uPA generation	FLuc modulator	p53 reactivation	BRCA1 expr up
13	COc1cccc(C(=O)Nc2nc(-c3ccncc3)cs2)c1	1%	3%	14%	12%	0%	-10%	-7%	1%	-11%	-7%	14%
14	Cc1nc(CC(=O)N2CCN(c3cccc(C)c3C)CC2)cs1	-7%	-3%	-7%	-10%	3%	2%	-3%	0%	0%	-18%	0%[1.84 µM]
15	CCOC(=O)CSc1nc2sc3c(c2c(=O)[nH]1)CC(C)(C)OC3	-2%	-3%	7%	-3%	?	-1%	-4%	0%	?	0%	0%
16	COc1ccc(CNC(=O)c2cnn3c(C(F)F)cc(C)nc23)cc1	13%	9%	-2%	-1%	?	?	8%	0%	2%	0%	-26%
17	COc1ccc(C(=O)COC(=O)/C=C/c2ccco2)cc1F	6%	1%	3%	·	·	·	·	-15%	?	11%	8%
18	CCCOc1ccccc1C1CC(=O)NC2=C1C(=O)CCC2 (configuration not stated)	3%	-21%	-9%	-6%	31%	-1%	3%	-17%	6%	-3%	-59%
19	Cc1ccc(/C=N/N(C)C2=NS(=O)(=O)c3ccccc32)cc1	3%	2%	2%	4%	5%	-10%	0%	-1%	-2%	0%	-14%
20	CC1CCCN(C(=O)CSc2nnc3ccccn23)C1 (configuration not stated)	0%	14%	18%	·	·	·	·	-9%	-9%	?	38%
21	CCSc1nc2ccccc2c(=O)n1C1CCOC(C)(C)C1 (configuration not stated)	-9%	-2%	-3%	-7%	-14%	-3%	-1%	-3%	-3%	-2%	-19%
22	O=C(Cn1ncc2c(=O)oc3ccccc3c21)NCC1CCCO1 (configuration not stated)	-1%	-2%	-3%	10%	-20%	-4%	-8%	4%	4%	-5%	15%
23	C=CCn1c(NCc2ccc3c(c2)OCO3)nc2ccccc21	30%	14%	24%	8%	-34%[10 µM]	-20%	9%	0%	15µM*	23%	99%
24	O=C1C(Nc2ccc(O)cc2)=C/C(=N/S(=O)(=O)c2cccs2)c2ccccc21	-22%	-44%[inhibitor]	-43%[inhibitor]	?	11µM*	?	13µM*	-17%	?	-12%	-58%
25	Cc1cccc(N2CCN(c3nc4nonc4nc3N3CCSCC3)CC2)n1	-1%	-4%	0%	38%[activator]	12%	16%	5%	2%	6%	2%	-16%
26	CCOc1ccc(Nc2nc3ccccc3n3cnnc23)cc1	-1%	2%	-11%	17%	1%	13%	-4%	4%	13µM*	-2%	-6%
27	CCC(CC)C(=O)Nc1cc(C(=O)OC)ccc1C(=O)OC	-1%	-5%	0%	32%[activator]	-6%	0%	16%	1%	2%	-3%	-13%
28	Cc1ccc(NC(=O)Nc2ccccc2F)cc1S(=O)(=O)N1CCOCC1	-2%	1%	-4%	·	·	·	·	-4%	?	3%	-6%
29	Cc1cc(C)c(S(=O)(=O)N2CCN(C(=O)C(C)Cn3cncn3)CC2)c(C)c1 (configuration not stated)	0%	1%	0%	0%	22%	-1%	-2%	-1%	1%	-1%	1%
30	COc1ccc(/C=N/n2c(=O)[nH]c3c([nH]c4ccc(F)cc43)c2=O)cc1CN1CCCCC1	-4%	0%	-8%	24%	-11%	?	-14%	5%	-2%	-1%	-3%
31	Cc1cccc(C)c1NC(=O)NC1CC2CCC(C1)N2Cc1cccs1 (configuration not stated)	-3%	-5%	-1%	-8%	33%	?	-13%	0%	7%	-1%	-16%
32	O=C(NC1CC1)c1ccc(CN(c2ccccc2)S(=O)(=O)c2ccccc2)cc1	-7%	-4%	2%	16%	?	0%	?	16%	1%	-2%	9%
33	O=C(c1ccc(OC2CCN(Cc3ccccn3)CC2)cc1)N1CCC[C@H]1CO	16%	3%	-3%	4%	-3%	-6%	2%	6%	1%	18%	-1%
34	CCn1c(O)c(N=NC(=O)CNC(=O)/C=C/c2ccccc2)c2ccccc21	-1%	-3%	-1%	8%	-27%	?	6%	5%	-1%	4%	4%
35	Cc1c(C(=O)N(C)Cc2ccc(OC(F)F)cc2)oc2ccccc12	-2%	-4%	2%	0%	19%	-2%	-6%	0%	-3%	-3%	0%
36	O=C(COc1ccccc1Cl)NCCNC(=O)c1ccncc1	4%	-3%	-3%	1%	-7%	-5%	4%	0%	-1%	-1%	28%
37	CC(C)(C)NS(=O)(=O)c1ccc(CCC(=O)Nc2ccc3c(c2)OCO3)cc1	-1%	2%	10%	7%	19%	-3%	10%	10%	2%	0%	11%
38	CC(=O)N1CCN(Cc2nc3ccc(Cl)cc3n2CCO)CC1	1%	2%	0%	-5%	-1%	-4%	6%	2%	1%	-1%	1%

# One compound at a time, from the list above.
# CCC(CC)C(=O)Nc1cc(C(=O)OC)ccc1C(=O)OC in the list: ELG1 genotox: -1%; NPC1 promoter act: -5%; Rab9 prom act: 0%; MLL CXXC-DNA inh: 32%[activator]; RORg inh: -6%; MBNL1-CUG inh: 0%; VP16 counter: 16%; uPA generation: 1%; FLuc modulator: 2%; p53 reactivation: -3%; BRCA1 expr up: -13%
# CC(C)(C)NS(=O)(=O)c1ccc(CCC(=O)Nc2ccc3c(c2)OCO3)cc1 in the list: ELG1 genotox: -1%; NPC1 promoter act: 2%; Rab9 prom act: 10%; MLL CXXC-DNA inh: 7%; RORg inh: 19%; MBNL1-CUG inh: -3%; VP16 counter: 10%; uPA generation: 10%; FLuc modulator: 2%; p53 reactivation: 0%; BRCA1 expr up: 11%

# From PubChem BioAssay
